# E coli Lon inh: E. coli protease La inhibition; inhibition, % at 7.94 µM; purified E. coli Lon protease, fluorescence polarization; hit rate 0.42% among 360,000; P0A9M0; in the data active = inhibition above about 13%, passing the limit was not always enough;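 note: 0% = enzyme with probe and DMSO and 100% = no enzyme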
# bovine MsrA act: activators of bovine methionine sulfoxide reductase A | activation, % at 10.6 µM | AID 602163 | purified bovine MsrA, absorbance read-out | hit rate 0.3% among 360,000; in the data active = activation above about 7.5%;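 note: 0% = vehicle and 100% = reference activator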
# SUMO1 PPI mod: modulators of human SUMO1-mediated protein-protein interactions | AID 602429 | hit rate 0.33% among 360,000 | P63165 | inhibition, % at 20 µM | SUMO1 binding to a labelled peptide, TR-FRET, 1 h; in the data active = inhibition above about 37%
# DNMT1 inh: inhibitors of human DNMT1 | P26358 | DNMT1 molecular beacon, Hinp1I cleavage, fluorescence | inhibition (reported as % activation of signal), % at 10 µM | hit rate 0.83% among 360,000 | AID 588458; in the data active = inhibition above about 50%
# CendR NRP1 mod: modulators of CendR peptide binding to human neuropilin-1. O14786. AID 602438. inhibition, % at 25 µM. hit rate 0.85% among 360,000. FAM-RPARPAR peptide binding to NRP-1, fluorescence polarization;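 active = inhibition or corrected inhibition above about 18%, plus a signal ratio from 0.5 to 1.5, limit read from the data, passing the limit was not always enough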; note: strong numbers were not always called active
# Target sequence (O14786 whole entry, looked up): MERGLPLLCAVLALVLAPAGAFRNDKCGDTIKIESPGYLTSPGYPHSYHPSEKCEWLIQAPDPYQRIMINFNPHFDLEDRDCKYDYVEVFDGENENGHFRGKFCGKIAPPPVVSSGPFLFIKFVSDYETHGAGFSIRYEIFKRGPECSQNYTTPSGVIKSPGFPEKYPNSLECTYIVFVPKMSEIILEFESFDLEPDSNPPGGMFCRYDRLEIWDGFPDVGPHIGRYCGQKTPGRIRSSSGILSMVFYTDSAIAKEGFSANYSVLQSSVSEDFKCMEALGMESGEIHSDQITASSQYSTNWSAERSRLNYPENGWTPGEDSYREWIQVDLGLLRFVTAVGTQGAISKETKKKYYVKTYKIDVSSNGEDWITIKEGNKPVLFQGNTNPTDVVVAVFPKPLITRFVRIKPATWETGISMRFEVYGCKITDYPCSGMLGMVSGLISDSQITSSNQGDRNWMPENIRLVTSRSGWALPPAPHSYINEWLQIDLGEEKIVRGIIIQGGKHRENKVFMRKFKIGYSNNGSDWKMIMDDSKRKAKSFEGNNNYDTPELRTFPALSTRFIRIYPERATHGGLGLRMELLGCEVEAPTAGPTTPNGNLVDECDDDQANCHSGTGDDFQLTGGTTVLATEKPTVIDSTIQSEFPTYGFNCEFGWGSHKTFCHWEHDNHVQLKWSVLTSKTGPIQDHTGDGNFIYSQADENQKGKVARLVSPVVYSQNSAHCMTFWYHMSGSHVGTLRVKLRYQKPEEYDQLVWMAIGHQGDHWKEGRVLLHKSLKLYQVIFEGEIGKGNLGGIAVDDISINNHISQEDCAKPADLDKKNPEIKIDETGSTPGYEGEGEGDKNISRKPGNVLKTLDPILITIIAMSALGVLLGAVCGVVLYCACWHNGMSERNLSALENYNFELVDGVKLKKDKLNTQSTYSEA
# STEP inh: inhibitors of human striatal-enriched phosphatase STEP. P54829. recombinant STEP, OMFP fluorogenic substrate, fluorescence. inhibition, % at 20 µM. hit rate 0.25% among 360,000;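 active = inhibition at 20 µM, scaled per plate between control wells, above about 37%, limit read from the data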;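 note: 0% = DMSO with enzyme and substrate and 100% = substrate only without enzyme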
#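 Material: STEP (striatal-enriched tyrosine phosphatase) enzyme, cell-free | Medium: 50 mM Bis-Tris pH 6.0 with 2.5 mM DTT and 0.005% Tween 20 | Read-out: Percent inhibition scaled to no-enzyme and uninhibited-enzyme controls, plate-pattern corrected | Signal: Fluorescence read at 480 nm ex / 540 nm em | Times: 20 min reaction, room temperature, in the dark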
# LMPTP block: blocks human LMPTP phosphatase; AID 651560; P24666; inhibition, % at 20 µM; recombinant LMPTP-A, OMFP fluorogenic substrate, fluorescence intensity; hit rate 0.22% among 360,000;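 active = compounds that cut the enzyme signal by at least half of the control window in the single-dose screen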;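 note: plate controls were DMSO wells with enzyme plus substrate for no effect and substrate without enzyme for full effect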
#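 Test system: LMPTP-A, protein tyrosine phosphatase of low molecular weight; Input: 0.625 nM enzyme; Incubation: 50 min dark incubation at room temperature; Signal: endpoint fluorescence intensity from OMFP dephosphorylation; Read-out basis: % inhibition versus control wells.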
# MsrA inhibitor: bovine MsrA inhibition. hit rate 0.75% among 360,000. inhibition, % at 15.5 µM. purified bovine MsrA, absorbance read-out. AID 651718; in the data active = inhibition above about 4.5%;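 note: 0% = vehicle wells with enzyme and 100% = reference inhibitor wells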
# Scp1 inh: Scp-1 (human) phosphatase inhibition | AID 493091 | hit rate 0.88% among 340,000 | inhibition, % at 20 µM | Recombinant Scp1, phosphopeptide, malachite green phosphate absorbance | Q9GZU7;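 active = inhibition above about 50% at 20 µM, limit read from the data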;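 note: plate controls were DMSO wells with enzyme for no effect and wells lacking enzyme for full effect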
# Target sequence (Q9GZU7 76-261 limits assumed): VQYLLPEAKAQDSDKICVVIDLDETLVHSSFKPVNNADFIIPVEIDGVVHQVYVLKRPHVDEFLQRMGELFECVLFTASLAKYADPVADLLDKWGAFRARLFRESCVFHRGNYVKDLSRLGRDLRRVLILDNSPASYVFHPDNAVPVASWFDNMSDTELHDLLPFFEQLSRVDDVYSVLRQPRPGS
#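 System: truncated SCP-1 phosphatase (76-261aa); medium: Tris acetate buffer pH 5.5 with MgCl2 and Tween-20; incubation: 45 min room-temperature reaction, 5 min colour, 30 min stabiliser; compound: single 20 µM dose, 1% DMSO; reagent: Phosphorylated 17-residue peptide substrate; read-out: % inhibition at 20 µM; technique: colorimetric free-phosphate detection, absorbance 630 nm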
# Tb MetRS inh: Trypanosoma brucei MetRS inhibition; purified T. brucei MetRS, ATP depletion, Kinase-Glo luminescence; inhibition, % at 11.9 µM; hit rate 0.4% among 360,000;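 active = inhibition above a per-plate cutoff of the control wells' mean inhibition plus 3 SD, cut at about 5.5% in these data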;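 note: 0% = DMSO wells median and 100% = median of wells with control inhibitor compound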
#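 Test system – parasite MetRS enzyme · Reagent – substrates ATP, L-methionine and bulk Escherichia coli tRNA · Doses – 11.9 µM compound single dose, 0.9% DMSO · Times – 15 min enzyme-compound preincubation, 2 h reaction, 10 min detection, 25 °C · Signal – Kinase-Glo luminescence, ATP depletion format · Controls – DMSO-only wells as low control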
# Active calls of the source: *; nt = no result given.
SMILES,E coli Lon inh,bovine MsrA act,SUMO1 PPI mod,DNMT1 inh,CendR NRP1 mod,STEP inh,LMPTP block,MsrA inhibitor,Scp1 inh,Tb MetRS inh
O=C(/C=C/c1ccccc1)N1CCN(Cc2nc3ccccc3c(=O)[nH]2)CC1,-1,-2,-2,0,12,-1,-2.1,0.1,-11,-0.4
CSc1nsc(NC(=O)CCNC(=O)c2ccc([N+](=O)[O-])cc2)n1,-3,-2,-25,-2,-4,2,1.2,-0.2,-12,0.3
COc1cccc(/C=c2\s/c(=C\C(=O)C(C)(C)C)[nH]c2=O)c1,7,2,-18,1,-2,1,-0.5,0.8,-9,-0.2
O=C(Cn1c2[n+](c3ccc(C(F)(F)F)cc31)CCCCC2)Nc1ccc(Br)cc1,0,-3,-3,2,6,-1,-0.2,nt,-3,0.9
COc1ncnc2c1ncn2CCCN1CCN(Cc2cccc3ccccc23)CC1,-2,-1,-1,0,-3,2,-0.7,-0.2,nt,-1.1
Cc1nc2sc3c(c2c(=O)n1/N=C/c1ccco1)CCCC3,-4,-2,-1,1,3,0,-1.9,0.3,-5,-0.1
COCc1nnc(NC(=O)C2CC(=O)N(CCc3ccc(F)cc3)C2)s1 (centres undefined),-4,-9,-2,-5,5,3,0.1,-1.3,4,-0.1
CC(=O)NC(=S)Nc1ccccc1C(=O)NC1CCCCC1,-1,-4,-1,-3,10,-5,-2.3,1.3,-1,0.5
O=C(CN1CCN(Cc2ccc(Cl)cc2)CC1)N/N=C/c1cccc(F)c1,-4,-3,-4,2,-1,-2,-0.9,0.9,-2,1.2
CCOc1ccc(N2C(=O)CC(N(CCc3ccc(OC)c(OC)c3)C(=O)/C=C/C(=O)O)C2=O)cc1 (centres undefined),4,-2,-3,-1,6,-2,0.9,0.6,-1,-0.8
Cc1cccc(OCC(=O)OCC(=O)N2CCN(C(=O)c3ccco3)CC2)c1C,2,-5,4,1,16,2,-0.6,-1.9,-6,-0.3
COc1ccc(CCNC(=O)COC(=O)C23CC4CC(CC(Br)(C4)C2)C3)cc1,6,-3,2,0,-6,1,0.3,2.1,-5,1.4
CC(C)(CN1CCc2ccccc2C1)NS(=O)(=O)c1ccc(Cl)cc1,17*,-2,45*,-3,-8,0,1.9,2.1,-5,-0.5
CCCCNC(=O)Cn1nc([N+](=O)[O-])c([N+](=O)[O-])c1C,-16,-3,-21,4,-6,-1,-1.6,0.8,-1,-0.1
CC(C)=C1C2CCC1C1C(=O)N(NC(=O)COc3ccc(C(C)(C)C)cc3)C(=O)C21 (centres undefined),5,-1,0,2,1,0,0.3,0.1,-2,0.0
Cc1cc(C)n(C(C)CC(=O)Nc2ccc3c(c2)OCCO3)n1 (centres undefined),-5,-4,0,-2,9,0,0.1,-0.2,-13,-0.1
Cn1ncc2cc3c(Nc4ccc(Cl)cc4)cccc3nc21,-1,-1,-10,4,19,5,48,-0.8,nt,1.0
COc1ccccc1/C=N/NC(=O)CC(=O)NCc1ccccc1,5,-3,-2,-2,0,-2,0.4,0.6,-3,0.1
O=S(=O)(Nc1cccc(S(=O)(=O)N2CCCC2)c1)c1cccs1,-13,-1,-1,1,0,1,-0.9,-1.0,-5,-0.1
Cc1cc(C)c(C#N)c(SCC(=O)CC(=O)OC(C)C)n1,-7,-4,-6,5,-9,1,0.1,-0.1,-2,-0.5
CC1CCCCC12NC(=O)N(CC(=O)OCC(=O)N(C)C1CCCCC1)C2=O (centres undefined),-9,-5,-3,-3,2,-4,-0.3,-0.5,-5,0.0
CCC(=O)N1CCc2cc(Br)cc(S(=O)(=O)CCC(=O)N(CC)CC)c21,0,-5,1,-1,-24,-2,-1.6,-0.8,-20,-0.3
CCOc1cccc(C(=O)NNC(=O)CCC(=O)O)c1,-7,-3,1,5,-1,-2,-0.4,-1.5,-3,-0.1
Cc1cc2nc[nH]c(=O)n2n1,-10,-1,3,6,-4,-2,-0.9,0.9,nt,-0.2
CC(C)CCN1CC(C(=O)N2CCN(c3ccc(F)cc3)CC2)CC1=O (centres undefined),-5,0,-1,0,-2,-3,-0.2,-0.2,-15,-0.7
# The results go on.
SMILES,E coli Lon inh,bovine MsrA act,SUMO1 PPI mod,DNMT1 inh,CendR NRP1 mod,STEP inh,LMPTP block,MsrA inhibitor,Scp1 inh,Tb MetRS inh
O=C(NCCS(=O)(=O)N1CCN(c2ccccc2)CC1)C1CCCC1,12,-12,6,3,-4,0,1.5,1.3,5,-0.7
O=C(O)/C(=C\c1ccc(C(F)(F)F)cc1)c1ccc(S(=O)(=O)N2CCCC2)s1,1,-3,1,10,-12,3,-1.7,-0.5,9,-0.2
COc1ccc(C(CNC(=O)c2cc3ccccc3cc2OC)N2CCCC2)cc1 (centres undefined),-5,-2,-2,-9,-9,2,4.0,0.4,-14,-1.1
O=C(O)c1ccccc1SCC(=O)N1CCOCC1,-4,-10,0,-1,5,-1,-0.8,0.5,-1,-0.4
COc1ccc(C(=O)Nc2ccccc2N2CCN(C(=O)c3ccccc3)CC2)cc1Br,-9,-4,7,-5,-8,1,6.2,0.5,-2,-0.1
CCCSc1nc(O)c(C2OC(=O)c3c2ccc(OC)c3OC)c(=O)n1C (centres undefined),9,-3,2,2,-12,0,-0.6,-1.7,-8,-1.7
N/C(=N\OC(=O)c1cccc(Cl)c1)c1cccnc1,-4,1,-2,0,-10,2,0.5,0.7,0,0.0
O=C(COC(=O)C1CC2CCCC(C1)C2=O)NC(=O)c1ccccc1 (centres undefined),-4,-4,1,0,11,0,-0.5,0.0,-4,-0.5
CCN1CCN(c2oc(COc3ccc(Cl)cc3)nc2C#N)CC1,0,-3,2,-2,-4,1,-3.8,-0.6,-3,-0.1
O=C(CSc1nnc(-c2cccnc2)n1Cc1ccco1)Nc1cccc(O)c1,-2,-2,-3,2,2,2,0.8,-0.2,-2,-0.3
Clc1ccc(-c2nnc3sc(Cc4cccs4)nn23)c(Cl)c1,-2,-2,5,0,-4,1,1.6,0.4,-4,0.1
O=c1[nH]c(NC2CCN(S(=O)(=O)c3ccccc3C(F)(F)F)CC2)nc2c1CCCC2,2,-2,2,0,2,1,-0.5,0.1,3,-0.7
Cc1csc(NC(=O)CCCC(=O)c2ccccc2)n1,-3,-1,-8,-3,-8,0,-0.9,0.0,-3,-0.8
O=C(NCCc1ccccc1)C1CCN(S(=O)(=O)N2CCCC2)CC1,-3,-2,1,5,-16,-3,-2.3,0.6,-7,0.4
CCOc1ccc(C(C)NC(=O)c2cccc(F)c2)cc1 (centres undefined),-4,-4,-2,1,6,-2,-1.1,-0.5,3,0.5
O=C(COC(=O)CNS(=O)(=O)c1ccc(F)c(F)c1F)Nc1ccc(OC(F)F)cc1,-7,-1,13,-13,7,-3,-0.1,0.7,-13,0.6
COc1ccc(NS(=O)(=O)c2ccc3c(c2)CCC(=O)N3)cc1O,-1,-2,0,2,-4,1,-1.0,0.1,-3,-0.5
CC(=O)c1cc(-c2ccccc2)[nH]c1N1CCCC1,8,-3,-2,-13,5,1,8.2,0.8,-5,-0.1
c1ccc(-n2cccc2)c(N2CCCCC2)c1,3,-1,4,26,2,1,12,-1.6,-2,0.5
COc1ccc(/C=N/NC(=O)Nc2nonc2N)cc1,1,-4,-6,0,-4,4,-1.0,0.2,-2,-0.8
O=C1N(Cc2cccnc2)C[C@@H]2C[C@@H](c3ccc4nonc4c3)N3CCC[C@@]123,0,-5,-15,-6,0,-1,-0.7,-0.6,-6,-0.2
CCC(=O)c1ccc(OC(=O)c2ccc(Br)o2)cc1,6,-4,-1,-1,-1,3,-0.6,-0.3,-7,-0.9
CCOC(=O)c1c(N)sc2c1CCSC2,-21,-7,-2,-14,-42,-2,4.5,0.9,-7,-1.6
CCOC(=O)C1(CCCc2ccccc2)CCN(C(=O)C2=C(C)OCCO2)CC1,-1,-1,0,2,7,0,0.2,1.2,-13,-0.4
CC(=O)Nn1cnc2c(c1=O)C1(CCCC1)Cc1ccccc1-2,0,-13,-2,3,3,-12,-0.1,1.6,5,-1.1

# 4 records drawn at random from the list so far:
SMILES,E coli Lon inh,bovine MsrA act,SUMO1 PPI mod,DNMT1 inh,CendR NRP1 mod,STEP inh,LMPTP block,MsrA inhibitor,Scp1 inh,Tb MetRS inh
COc1ccc(NS(=O)(=O)c2ccc3c(c2)CCC(=O)N3)cc1O,-1,-2,0,2,-4,1,-1.0,0.1,-3,-0.5
CCOC(=O)c1c(N)sc2c1CCSC2,-21,-7,-2,-14,-42,-2,4.5,0.9,-7,-1.6
COc1ccc(/C=N/NC(=O)Nc2nonc2N)cc1,1,-4,-6,0,-4,4,-1.0,0.2,-2,-0.8
COc1ccc(C(CNC(=O)c2cc3ccccc3cc2OC)N2CCCC2)cc1 (centres undefined),-5,-2,-2,-9,-9,2,4.0,0.4,-14,-1.1

# The list goes on.
SMILES,E coli Lon inh,bovine MsrA act,SUMO1 PPI mod,DNMT1 inh,CendR NRP1 mod,STEP inh,LMPTP block,MsrA inhibitor,Scp1 inh,Tb MetRS inh
O=c1nc2sc3ccccc3n2c(=O)n1-c1cccc(Cl)c1,-5,-10,8,4,-5,0,-0.9,nt,-2,-0.9
OC(CNCCN1CCNCC1)Cc1ccccc1 (centres undefined),-5,-7,-14,4,9,-4,-6.0,2.4,-15,-0.3
Cc1ccccc1NC(=O)c1cc2c(=O)n3cccc(C)c3nc2s1,1,-4,-11,12,19,1,0.1,-0.5,-5,-0.1
Fc1ccc(/C=N/N2CCN(Cc3ccccc3)CC2)cc1,5,0,6,10,-14,2,-1.0,0.3,-6,-0.7
COc1cc(CN2C[C@@H](CO)O[C@@H](n3cnc4c(NCCCO)ncnc43)C2)cc(OC)c1OC,2,-2,3,-10,4,-1,-0.5,-0.7,nt,-0.3
CC(=O)Nc1ccc(S(=O)(=O)Nc2ccc(S(=O)(=O)Nc3nc(C)cc(C)n3)cc2)cc1,3,-3,9,2,13,-4,-1.1,-0.7,-6,-0.4
COc1ccc(NC(=S)NC(NC(=O)c2ccc(Cl)cc2Cl)C(Cl)(Cl)Cl)c([N+](=O)[O-])c1 (centres undefined),1,-8,-12,-10,4,-1,-0.7,0.6,-9,-0.4
O=C(c1cc(S(=O)(=O)N2CCOCC2)ccc1Cl)N1CCc2ccccc2C1,7,-5,4,0,2,-1,-0.7,0.5,-8,0.4
COc1ccc(-c2ccc(C(=O)NCc3ccc(N(C)C)cc3)c3occc23)c(C)c1,-1,-4,1,-12,2,1,9.2,1.5,nt,0.0
O=C(COc1ccccc1Cl)NNC(=O)c1ccc(-n2cncn2)c([N+](=O)[O-])c1,-8,1,-17,1,11,7,-0.1,0.2,-5,13*
CCOC(=O)c1sc2nc(NC(=O)COc3ccccc3)sc2c1C,8,-1,-19,7,-4,-1,0.4,0.7,-8,-0.3
CC(C)Cc1nc(N2CCC(C(N)=O)CC2)c2nnn(Cc3ccccc3)c2n1,-14,-1,1,-3,-7,-3,-1.2,-0.3,-2,-0.7
